# Source: PubChem
# eLon inh: E. coli protease La inhibition | inhibition, % at 7.94 µM | actives 0.42% (n = 360,000) | P0A9M0 | purified E. coli Lon protease, fluorescence polarization | AID 602123; in the data active = inhibition above about 13%, passing the limit was not always enough;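 also: 0% = enzyme with probe and DMSO and 100% = no enzyme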
# Target sequence (P0A9M0 whole entry, looked up): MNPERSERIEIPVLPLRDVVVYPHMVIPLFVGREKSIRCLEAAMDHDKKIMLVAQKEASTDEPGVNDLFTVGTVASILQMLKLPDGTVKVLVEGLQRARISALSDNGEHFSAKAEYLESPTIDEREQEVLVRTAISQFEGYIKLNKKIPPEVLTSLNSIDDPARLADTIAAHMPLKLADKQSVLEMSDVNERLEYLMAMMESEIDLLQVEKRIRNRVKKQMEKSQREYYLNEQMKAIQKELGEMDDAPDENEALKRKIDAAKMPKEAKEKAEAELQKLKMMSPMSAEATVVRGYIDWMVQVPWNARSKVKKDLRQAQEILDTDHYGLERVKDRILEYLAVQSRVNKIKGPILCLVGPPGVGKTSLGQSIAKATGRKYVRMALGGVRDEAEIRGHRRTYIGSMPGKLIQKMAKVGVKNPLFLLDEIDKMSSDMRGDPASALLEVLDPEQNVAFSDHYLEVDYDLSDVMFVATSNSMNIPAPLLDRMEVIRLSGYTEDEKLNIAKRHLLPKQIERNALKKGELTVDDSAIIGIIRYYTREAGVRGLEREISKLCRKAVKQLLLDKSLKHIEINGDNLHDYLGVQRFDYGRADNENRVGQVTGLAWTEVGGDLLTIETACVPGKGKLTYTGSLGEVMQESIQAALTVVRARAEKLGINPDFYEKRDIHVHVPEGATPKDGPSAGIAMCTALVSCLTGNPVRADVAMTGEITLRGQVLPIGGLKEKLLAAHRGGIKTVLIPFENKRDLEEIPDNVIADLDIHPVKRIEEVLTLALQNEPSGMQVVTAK
# NRP1-CendR mod: NRP-1/CendR interaction modulation; O14786; FAM-RPARPAR peptide binding to NRP-1, fluorescence polarization; inhibition, % at 25 µM; actives 0.85% (n = 360,000); AID 602438;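 active = inhibition or corrected inhibition above about 18%, plus a signal ratio from 0.5 to 1.5, limit read from the data, passing the limit was not always enough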; also: strong numbers were not always called active
# Scp1 inh: Scp-1 (human) phosphatase inhibition. Recombinant Scp1, phosphopeptide, malachite green phosphate absorbance. inhibition, % at 20 µM. Q9GZU7. actives 0.88% (n = 340,000);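 active = inhibition above about 50% at 20 µM, limit read from the data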;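 also: plate controls were DMSO wells with enzyme for no effect and wells lacking enzyme for full effect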
# Target sequence (Q9GZU7 76-261 limits assumed): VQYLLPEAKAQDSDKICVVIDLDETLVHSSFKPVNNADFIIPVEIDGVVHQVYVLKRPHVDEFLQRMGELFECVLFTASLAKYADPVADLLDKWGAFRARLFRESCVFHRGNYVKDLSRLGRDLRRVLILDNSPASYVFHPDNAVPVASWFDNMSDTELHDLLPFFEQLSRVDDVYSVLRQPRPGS
#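 Incubation: 45 min enzyme reaction at room temperature / System: truncated SCP-1 phosphatase (76-261aa) / Reagent: Phospho 17-mer peptide substrate / Buffer or medium: Acidic Tris acetate buffer with magnesium and detergent / Signal: absorbance at 630 nm / Doses: one concentration, 20 µM, with 1.0% DMSO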
# TbMetRS inhib: Trypanosoma brucei MetRS inhibition. purified T. brucei MetRS, ATP depletion, Kinase-Glo luminescence. inhibition, % at 11.9 µM. actives 0.4% (n = 360,000);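 active = inhibition above a per-plate cutoff of the control wells' mean inhibition plus 3 SD, cut at about 5.5% in these data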;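 also: 0% = DMSO wells median and 100% = median of wells with control inhibitor compound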
#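 technique = Kinase-Glo luminescence, ATP depletion format | system = purified MetRS (methionyl-tRNA synthetase) enzyme from Trypanosoma brucei | timing = 15 min preincubation, 2 h reaction, all 25 °C | evaluation = percent inhibition versus plate control medians | dosing = single dose, 11.9 µM final nominal, 0.9% final DMSO | also added = substrates ATP, L-methionine and bulk Escherichia coli tRNA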
# bovine MsrA act: bovine methionine sulfoxide reductase A activation; purified bovine MsrA, absorbance read-out; activation, % at 10.6 µM; actives 0.3% (n = 360,000); AID 602163; in the data active = activation above about 7.5%;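 also: 0% = vehicle and 100% = reference activator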
# DNMT1 block: blocks human DNA methyltransferase DNMT1; inhibition (reported as % activation of signal), % at 10 µM; P26358; actives 0.83% (n = 360,000); AID 588458; DNMT1 molecular beacon, Hinp1I cleavage, fluorescence; in the data active = inhibition above about 50%
# STEP block: blocks human striatal-enriched tyrosine phosphatase; recombinant STEP, OMFP fluorogenic substrate, fluorescence; inhibition, % at 20 µM; actives 0.25% (n = 360,000); AID 588621;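 active = inhibition at 20 µM, scaled per plate between control wells, above about 37%, limit read from the data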;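 also: 0% = DMSO with enzyme and substrate and 100% = substrate only without enzyme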
#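 System: STEP phosphatase, cell-free reaction; Buffer or medium: Bis-Tris pH 6.0 buffer with DTT, detergent; Incubation: 20 min at room temperature, dark; Measured by: fluorescence, 480/540 nm.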
# MsrA inhibitor: inhibits bovine methionine sulfoxide reductase A; AID 651718; inhibition, % at 15.5 µM; actives 0.75% (n = 360,000); purified bovine MsrA, absorbance read-out; in the data active = inhibition above about 4.5%;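 also: 0% = vehicle wells with enzyme and 100% = reference inhibitor wells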
# SUMO1 PPI mod: modulators of human SUMO1-mediated protein-protein interactions | SUMO1 binding to a labelled peptide, TR-FRET, 1 h | inhibition, % at 20 µM | actives 0.33% (n = 360,000); in the data active = inhibition above about 37%
# Target sequence (P63165 whole entry, looked up): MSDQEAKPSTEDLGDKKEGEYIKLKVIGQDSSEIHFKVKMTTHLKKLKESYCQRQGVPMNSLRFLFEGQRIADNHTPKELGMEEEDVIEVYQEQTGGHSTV
# LMPTP block: blocks human LMPTP phosphatase | P24666 | recombinant LMPTP-A, OMFP fluorogenic substrate, fluorescence intensity | inhibition, % at 20 µM | actives 0.22% (n = 360,000) | AID 651560;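 active = compounds that cut the enzyme signal by at least half of the control window in the single-dose screen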;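 also: plate controls were DMSO wells with enzyme plus substrate for no effect and substrate without enzyme for full effect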
#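 Assay system: LMPTP-A phosphatase enzyme | Input: 0.625 nM enzyme | Also added: Fluorogenic phosphatase substrate OMFP at 400 µM final | Compound dosing: One test concentration per compound, 20 µM, with 3% DMSO overall | Schedule: 50 min enzyme reaction at room temperature, protected from light | Signal: Fluorescence intensity | Benchmarks: no-enzyme and uninhibited controls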
# An asterisk follows results filed as active; . = no result given; & = joins results of further samples.
eLon inh,NRP1-CendR mod,Scp1 inh,TbMetRS inhib,bovine MsrA act,DNMT1 block,STEP block,MsrA inhibitor,SUMO1 PPI mod,LMPTP block,Molecule
0,15,-8,-0.4,-3,2,-3,0.4,4,-1.3,CCOC(=O)Cc1sc(N)nc1C
-4,-21,-11,-0.1,-7,2,2,-1.4,9,-1.3,CCCC[C@@H]1C=C(C(=O)O)[C@H](c2ccc(CC)cc2)N1S(=O)(=O)c1ccc(C)cc1
-10,-2,-7,0.0,-2,7,-2,-0.4,17,0.2,O=C(CN1CC(c2ccccc2)CC1=O)N/N=C/c1cc(Br)ccc1O (centres undefined)
-6,-20,0,0.2,0,-1,-1,1.4,0,-1.7,COc1ccc(C)cc1NC(=O)NC1CCN(Cc2ccccc2)CC1
60*,20,-7,0.2,-1,-4,-2,.,-13,1.3,Cc1ccsc1C1C=C(c2cccc(Br)c2)Nc2ncnn21 (centres undefined)
0,-2,7,-0.6,1,3,3,1.6,3,0.5,CCN(CC)C(=O)[C@H]1C[C@H](CC(=O)NCc2ccco2)C(=O)N2CCc3c([nH]c4cc(CCC(=O)N(C)C)ccc34)[C@]12C
-1,-1,-2,-0.6,-12,4,-1,-0.5,3,1.3,COc1ccccc1NS(=O)(=O)c1ccc(C)c(C(=O)NCC2(N(C)C)CCCCC2)c1
-10,-18,-4,-0.1,0,6,-1,-1.4,5,-1.8,CCC(CC)C(=O)c1c[nH]c(C(=O)NCCCn2ccnc2)c1
-4,6,-5,-0.1,-3,2,-2,-1.1,5,-0.6,Cc1cc(C(=O)Cn2nc(C(=O)O)c3ccccc3c2=O)c(C)n1CC(F)(F)F
.,-17,.,-0.8,.,.,.,0.0,0,-2.1,COC(=O)[C@]12CCCCC=C1N(CCc1ccc(OC)c(OC)c1)C(=O)[C@H](CC(=O)NCCC(C)C)C2
2,6,-6,-0.7,0,0,13,0.9,-2,-0.6,CCOc1cc(NC(=S)NCC(C)C)c(OCC)cc1NC(=O)c1cccs1
-19,5,9,-0.3,0,-37,6,0.8,-17,-1.1,Cc1ccc(-c2csc(N3CCN(c4cc5c(cc4Cl)nc(C)n5CCN4CCCCC4)CC3)n2)cc1
-21,-8,16,0.2,-3,-5,0,2.2,-6,14,O=[N+]([O-])c1ccc(N2CCN(S(=O)(=O)c3ccccc3[N+](=O)[O-])CC2)cc1NCc1cccnc1
-8,-30,-1,-0.9,0,-4,0,0.2,4,0.7,CSc1ncc(C(=O)Nc2ccc(C(C)=O)cc2)c(C)n1
-1,-12,-12,-0.8,-4,0,0,0.3,1,-1.7,O=C(O)c1ccc(NC(=O)C2(c3ccccc3)CCCC2)cc1
5,-6,1,-0.5,-3,56*,0,0.9,-2,-1.5,Cc1cnn(-c2cc(N/N=C/c3ccccc3F)ncn2)c1
-5,-8,-8,-0.1,-5,-1,-3,-0.7,2,0.1,CCOC(=O)C(NC(C)=O)(Nc1ccc(S(=O)(=O)Nc2onc(C)c2C)cc1)C(F)(F)F (centres undefined)
-3,3,-2,0.3,-4,1,-5,-0.3,8,-0.5,COCCSc1ccccc1C(=O)Nc1nccs1
-3,2,-10,-0.5,-8,-3,0,-0.5,4,3.8,CCN(CC)S(=O)(=O)c1ccc(NC(=O)c2ccc(OCC3CCCO3)cc2)cc1 (centres undefined)
2,9,-6,-0.9,-1,-19,-1,1.9,-17,0.8,CC(=O)Oc1cccc2c1C(=O)c1c(OC(C)=O)cc(C(=O)O)cc1C2=O

# Some of these compounds in order of the bovine MsrA act value, high to low.
eLon inh,NRP1-CendR mod,Scp1 inh,TbMetRS inhib,bovine MsrA act,DNMT1 block,STEP block,MsrA inhibitor,SUMO1 PPI mod,LMPTP block,Molecule
2,6,-6,-0.7,0,0,13,0.9,-2,-0.6,CCOc1cc(NC(=S)NCC(C)C)c(OCC)cc1NC(=O)c1cccs1
2,9,-6,-0.9,-1,-19,-1,1.9,-17,0.8,CC(=O)Oc1cccc2c1C(=O)c1c(OC(C)=O)cc(C(=O)O)cc1C2=O
5,-6,1,-0.5,-3,56*,0,0.9,-2,-1.5,Cc1cnn(-c2cc(N/N=C/c3ccccc3F)ncn2)c1
-3,3,-2,0.3,-4,1,-5,-0.3,8,-0.5,COCCSc1ccccc1C(=O)Nc1nccs1
-5,-8,-8,-0.1,-5,-1,-3,-0.7,2,0.1,CCOC(=O)C(NC(C)=O)(Nc1ccc(S(=O)(=O)Nc2onc(C)c2C)cc1)C(F)(F)F (centres undefined)
-3,2,-10,-0.5,-8,-3,0,-0.5,4,3.8,CCN(CC)S(=O)(=O)c1ccc(NC(=O)c2ccc(OCC3CCCO3)cc2)cc1 (centres undefined)

# Next records:
eLon inh,NRP1-CendR mod,Scp1 inh,TbMetRS inhib,bovine MsrA act,DNMT1 block,STEP block,MsrA inhibitor,SUMO1 PPI mod,LMPTP block,Molecule
-11,-9,7,-0.4,-6,-3,1,3.0,2,3.2,Cc1ccc2nc(-c3ccc(NS(C)(=O)=O)cc3)cc(-c3ccccc3)c2c1
-2,1,8,-0.4,-1,-1,0,0.3,2,-1.4,Cc1ccc(-c2nnc(NC(=O)CCS(=O)(=O)c3ccccc3)o2)c(C)c1
-1,-13,9,-1.0,-5,2,0,0.5,-1,-0.2,O=C(O)CCCNC(=O)c1cncc(O)c1
-1,0,1,-0.2,-5,-1,2,0.1,5,0.1,CCOC(=O)Cc1csc(NC(=O)CSc2nc3cccnc3n2CC)n1
-6,-6,2,0.0,0,-27,-2,-0.7,50*,-2.2,COC(=O)c1ccc(OCC(=O)Nc2nn(-c3ccccc3)nc2C(N)=O)cc1
3,14,-5,-0.3,-3,2,-2,-0.8,-4,-0.3,CN(C(=O)c1cc(S(=O)(=O)N2CCOCC2)cs1)c1ccccc1
0,16,-5,-1.3,-4,2,-4,0.3,12,-0.9,COc1ccc(C(CC(=O)O)NS(=O)(=O)c2ccc(C)cc2)cc1OC (centres undefined)
-8,7,1,-0.8,-10,1,0,1.1,0,-1.0,CCOc1ccc(N2C(=O)Nc3ccccc3C2(O)C(=O)NCc2ccccc2)cc1 (centres undefined)
8&-3,-8&11,16,-0.1&-0.1,-2&-4,-37,4,0.3&0.0,-6&-6,13&8.1,CCC(C)Sc1cccc(-c2nc3ccc(C)cn3c2NC2CCCCC2)c1 (centres undefined)
3,3,4,-0.2,-9,8,-2,0.1,1,0.4,CC1(C)C(c2ccccc2)=NC(c2ccc(Br)cc2)N1O (centres undefined)
-14,8,-5,-0.6,-5,2,-1,0.1,3,-0.6,COc1ccccc1N(CC(=O)NCC1CCCO1)C(=O)CCC(=O)Nc1cc(C)on1 (centres undefined)
-2,-6,5,-1.8,-7,-1,-2,0.3,1,-1.9,Cc1ccccc1C(=O)N(C)Cc1ccccc1
-1,-9,-5,-0.5,-6,4,2,-0.3,-5,0.7,S=C(c1ccc(N2CCOCC2)cc1)N1CCOCC1
-13,12,-4,-0.5,-2,0,-3,0.7,2,-1.1,CC(=O)Nc1cccc(NS(=O)(=O)Cc2ccc(Cl)cc2)c1
-3,3,-7,0.1,-3,2,2,-0.1,0,0.4,COc1cc(C(=O)N/N=C(\C)Cc2ccccc2)cc(OC)c1OC
3,0,-5,0.1,0,3,-2,1.3,1,-0.3,O=S(=O)(Nc1ccccn1)c1ccc(Oc2ccccc2)cc1
-13,-4,.,-0.1,-1,0,1,-0.5,8,-0.6,CC1(C(=O)NS(C)(=O)=O)CCN1C(=O)C/C=C/c1ccccc1 (centres undefined)
-5,14,3,-0.6,2,3,1,-0.2,-26,2.0,Cn1c(SCC(=O)Nc2nccs2)nnc1-c1cccnc1
-8,3,1,0.1,-2,2,3,2.6,0,-0.5,O=C(NC(Cc1ccccc1)C(=O)NC(Cc1ccccc1)C(=O)O)c1ccccc1 (centres undefined)
2,0,-5,0.0,0,-2,3,0.0,-8,2.5,O=[N+]([O-])c1cc(S(=O)(=O)N2CCCCC2)ccc1NCc1cccc(Cl)c1
7,9,-8,-0.7,2,-1,-3,0.8,-30,-2.1,O=C(CN1C(=O)/C(=C/c2ccc(C(F)(F)F)cc2)Sc2ccccc21)NCCCN1CCOCC1
2,1,-4,-0.5,-6,0,4,-1.3,-14,-1.1,CNC(=S)NCc1ccc(OC)cc1
-10,2,-4,-2.1,-14,-1,-2,0.9,4,-0.4,CC(=O)Nc1ccc(S(=O)(=O)Nc2nc(C)cc(-n3nc(C)cc3C)n2)cc1
8,7,-2,-0.2,-1,4,0,1.1,1,-0.3,c1cnc(Oc2ccc(-c3nnco3)cc2)cn1
4,2,-14,-0.1,-2,-9,-1,1.1,4,0.2,CCOc1cc(S(=O)(=O)N2CCN(Cc3ccccc3)CC2)ccc1Br
-8,10,-5,-0.1,-1,0,0,-0.6,-5,-0.3,CN1CCN(C(=O)c2cc(Cl)ccc2NC(=O)c2ccc(Cl)cc2Cl)CC1
8,8,-9,-0.2,-7,0,-1,1.7,-2,-2.0,Cc1ccc(CNC(=O)/C=C/c2ccc(Br)o2)cc1
-8,-26,4,0.0,-3,-19,0,0.6,1,0.6,C[C@@H]1CN([C@H](C)CO)C(=O)c2cc(NC(=O)Nc3cccc4ccccc34)ccc2O[C@H]1CN(C)Cc1ccc(C(F)(F)F)cc1
-10,1,-3,-0.8,-1,-1,1,1.0,2,-1.2,CCCc1c(C(=O)N/N=C(\C)CCc2ccccc2)nnn1-c1nonc1N
-3,1,0,-1.5,-12,3,-3,1.9,-1,0.2,COc1ccccc1C1(CC(=O)N2CCCCC2)CCOC(C(C)C)C1 (centres undefined)
-4,-2,-6,-0.6,-2,-2,4,-0.4,7,-1.5,Cc1ccc(N2CC(C(N)=O)CC2=O)cc1 (centres undefined)
-10,-1,-2,-1.0,-1,-2,0,-0.7,-1,-2.3,CN1CCN(S(=O)(=O)c2cccc(S(=O)(=O)c3ccc(Cl)c(Cl)c3)c2)CC1
-5,21,-14,0.0,-2,-2,0,-0.5,-2,1.2,O=C(Nc1ccccc1)/C(=C/c1ccccc1)c1ccccc1
-6,14,-9,-1.2,-2,-1,-2,1.6,3,-2.2,O[C@@H]([C@H](O)[C@H](O)CBr)[C@H](O)CBr
-4,3,-4,-0.4,-1,0,0,0.7,1,-2.9,CCCN1CCN(CCNC(=O)Nc2cc(C)ccc2C)CC1
12,2,-7,-0.7,-10,0,1,-0.8,-18,0.2,CCN1CCOC(CC(=O)Nc2cccc([N+](=O)[O-])c2)C1=O (centres undefined)
4,-15,-5,-0.4,-4,1,-3,-0.8,1,-2.1,COc1ccc(S(=O)(=O)NCCc2ccncc2)cc1
-3,-2,.,-0.5,-1,4,-5,1.0,7,-1.5,C[C@H]1Cn2cnc(C(=O)Nc3ccccc3)c2C(=O)N1
-7,-7,-8,-0.9,-2,-2,2,0.1,-1,5.6,COc1ccc2[nH]c(=O)c(CN(CCN3CCCC3)C(=O)Nc3ccccc3Cl)cc2c1
